Source: PubChem (several laboratories)
TNAP inh noacc = blocks human TNAP activity with no phosphate acceptor present; P05186; purified TNAP, CDP-star luminescence, 30 min; inhibition, % at 20 µM; 200,000 tested, 0.26% active;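 active = tissue-nonspecific alkaline phosphatase inhibition above about 50% at 20 µM in the single-dose screen, limit read from the data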;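 also: 0% = DMSO negative control and 100% = EDTA positive control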
Target sequence (P05186 whole entry, looked up): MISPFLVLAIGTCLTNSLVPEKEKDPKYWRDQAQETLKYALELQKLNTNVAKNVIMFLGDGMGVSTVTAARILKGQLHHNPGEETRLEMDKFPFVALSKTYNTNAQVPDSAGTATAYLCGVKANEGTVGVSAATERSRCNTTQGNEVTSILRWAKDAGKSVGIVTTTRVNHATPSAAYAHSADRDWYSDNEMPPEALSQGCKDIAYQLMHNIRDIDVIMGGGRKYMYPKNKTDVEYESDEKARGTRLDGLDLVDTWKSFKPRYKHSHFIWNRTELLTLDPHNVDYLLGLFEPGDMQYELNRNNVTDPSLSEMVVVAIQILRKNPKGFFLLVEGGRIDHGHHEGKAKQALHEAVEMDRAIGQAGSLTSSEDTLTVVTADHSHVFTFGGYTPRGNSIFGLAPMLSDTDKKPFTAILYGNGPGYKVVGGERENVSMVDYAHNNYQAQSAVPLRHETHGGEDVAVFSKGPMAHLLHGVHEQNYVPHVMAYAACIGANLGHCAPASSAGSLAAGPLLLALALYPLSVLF
TNAP act hiacc = increases human TNAP activity under high phosphate acceptor concentration | purified TNAP, CDP-star luminescence, 1 M DEA, 30 min; active compounds read high; 0 = EDTA background, 1 = DMSO-only activity | 200,000 tested, under 10 active | activation factor at 20 µM | P05186;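 active = activation factor at least 2 at 20 µM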
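Test system – human TNAP · Doses – 20 µM single point · Incubation – 30 min, room temperature · Signal – luminescent substrate turnover signal · Read-out basis – activation factor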
Lmaj promast = inhibitors of Leishmania major promastigote growth. Leishmania major promastigotes, resazurin fluorescence viability. inhibition, % at 10 µM. 200,000 tested, 9% active. AID 1063; in the data active = inhibition above about 50%;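 also: promastigotes grown with compound for 44 hours at 28 °C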
Diaph inh CS = diaphorase inhibition or chemical oxidation counter-screen | diaphorase resazurin-to-resorufin fluorescence, NADH, 16 min; bacterial (C. kluyveri) enzyme, not human | inhibition, % at 20 µM | 190,000 tested, 0.69% active;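 active = primary screen inhibition at 20 µM above a set limit, cut at about 50% in these data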;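 also: plate controls were DMSO with full reaction for no effect and wells lacking NADH for full effect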
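Test system: bacterial diaphorase enzyme (C. kluyveri); Quantity: 0.14 U/mL diaphorase, enzyme working solution; Times: reaction incubation of 16 min at room temperature; Measured by: fluorescence of resorufin formed from resazurin, Ex 544/Em 590 nm; Benchmarks: positive control minus NADH, DMSO neutral control.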
bIAP inh = blocks bovine intestinal alkaline phosphatase activity; inhibition, % at 20 µM; 190,000 tested, under 10 active; purified bovine IAP, CDP-star luminescence, 30 min;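 active = over 50% inhibition of intestinal alkaline phosphatase at 20 µM in the single-dose screen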
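test system = bovine IAP enzyme | medium = DEA buffer 100 mM, pH 9.8, with MgCl2 1.0 mM, ZnCl2 0.02 mM | detection = luminescence | dosing = single compound dose of 20 µM, 2% DMSO final | incubation = 30 min reaction at room temperature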
Diaph act CS = diaphorase activation or chemical reduction counter-screen; Diaphorase/resazurin coupled assay, resorufin fluorescence, 16 min; active compounds read high; 1 = vehicle wells, 0 = NADH-free wells; activation factor at 20 µM; 190,000 tested, 0.005% active;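 active = diaphorase activity raised at least twofold by the compound at 20 µM; inactive = activation factor below 2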
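Material: purified diaphorase enzyme from Clostridium kluyveri; Also added: 0.114 mM NADH and 0.1 mM resazurin, final amounts; Doses: single compound dose of 20 µM, 1% DMSO final; Times: 16 min enzyme reaction, ambient temperature; Detection: resorufin fluorescence, excitation 544 nm, emission 590 nm; Measure: increased resorufin signal from activators or reducing compounds.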
PMI act = phosphomannose isomerase (human) activation | activation factor at 20 µM | P34949 | purified human PMI, coupled resazurin fluorescence, 20 min; active compounds read high; 1 = vehicle control, 0 substrate-free wells | AID 1214 | 190,000 tested, 0.005% active;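 active = activation factor of 2 or more at 20 µM, relative to plate controls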
PMI act satM6P = PMI (human) activation, high substrate. 190,000 tested, 0.34% active. coupled PMI enzyme assay, resazurin fluorescence, 20 min; active compounds read high; 1 = untreated enzyme, 0 = substrate-free blank. P34949. activation factor at 20 µM;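 active = activation factor of 2 or more at 20 µM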
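Test system: human phosphomannose isomerase with PGI, G6PDH, diaphorase coupling enzymes; amount: 15 ng/mL PMI; incubation: enzyme reaction with compound 20 min at room temperature; technique: resorufin fluorescence (Ex 544/Em 590 nm) from resazurin via diaphorase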
bIAP act = increases bovine intestinal alkaline phosphatase activity; purified bovine IAP, CDP-star luminescence, 30 min; active compounds read high; fold of DMSO-control signal, blank-subtracted; activation factor at 20 µM; 200,000 tested, 0.17% active; AID 1016;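 active = activation factor of 2 or more at 20 µM, a signal rise over negative controls twice the positive control's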
TNAP inh hiacc = blocks human TNAP under high phosphate acceptor concentration; 200,000 tested, 0.03% active; AID 1135; inhibition, % at 20 µM; purified TNAP, CDP-star luminescence, 1 M DEA; P05186;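 active = over 50% inhibition of tissue-nonspecific alkaline phosphatase at 20 µM in the single-dose screen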;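 also: plate controls were DMSO wells for no effect and EDTA-quenched wells as full inhibition for full effect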
The depositor's hits bear a star; nt = not tested or not shown.

SMILES | TNAP inh noacc | TNAP act hiacc | Lmaj promast | Diaph inh CS | bIAP inh | Diaph act CS | PMI act | PMI act satM6P | bIAP act | TNAP inh hiacc
CCOC(=O)C(C)Sc1nc2c(c(=O)[nH]c(=O)n2C)n1CCc1ccccc1 (stereo unspecified) | -4 | 1 | 12 | 3 | -3 | 1 | 1 | 1 | 1 | -3
CC(Oc1ccc(Br)cc1)C(=O)NCc1ccccn1 (stereo unspecified) | -11 | 1.1 | -3 | 7 | -8 | 0.9 | 1 | 1 | 1.1 | -6
NS(=O)(=O)c1ccc(CCNC(=O)CCCCCn2c(=S)[nH]c3ccc(Br)cc3c2=O)cc1 | -5 | 1 | -4 | 7 | -1 | 0.9 | 1.1 | 1.1 | 1 | 0
CCC1C(=O)N=C(SCC(=O)Nc2nc3ccccc3s2)NC1=O (stereo unspecified) | -7 | 1 | -8 | 7 | 2 | 0.9 | 1.1 | 1.1 | 1 | -3
CC(=O)c1c(N2CCN(Cc3ccc4c(c3)OCO4)CC2)nc(=S)n(-c2ccccc2)c1C | 5 | 1 | 0 | 27 | 1 | 0.7 | 1 | 1 | 1 | -4
O=C(Cc1ccccc1)CC1(O)C(=O)Nc2ccccc21 (stereo unspecified) | -3 | 1 | -11 | 5 | 10 | 0.9 | 1 | 1 | 0.9 | -2
NC(=O)C1(N2CCCCC2)CCN(C(=S)Nc2ccc(Cl)cc2)CC1 | -2 | 1 | -9 | -4 | -1 | 1 | 1 | 1 | 1 | -4
CCN(CC)CCCN1C(=O)C(O)=C(C(=O)c2sc(C)nc2C)C1c1ccco1 (stereo unspecified) | -9 | 1 | -2 | 3 | 4 | 1 | 0.9 | 0.9 | 1 | -3
CCC(C)N(C(=O)Cn1nnc2ccccc21)C(C(=O)NCc1ccco1)c1cccc(OC)c1 (stereo unspecified) | -11 | 1 | -2 | 7 | -28 | 0.9 | 1 | 1 | 1.3 | 0
CCN(CC)C(=O)C1CCCN(c2ccc([N+](=O)[O-])cc2/C=N/NC(=O)c2ccccc2)C1 (stereo unspecified) | 1 | 0.9 | 12 | 5 | 12 | 0.9 | 1 | 1.1 | 0.9 | 6
Cc1ccc(N2C(=O)SC(N(CC(=O)O)c3cccc(C)c3)C2=O)cc1 (stereo unspecified) | -34 | 1 | -1 | -3 | -9 | 1 | 1.1 | 1 | 1.1 | -5
COC(=O)c1cccc(NC(=S)N2CCN(c3ccccc3F)CC2)c1 | -14 | 1.1 | -4 | 24 | -1 | 0.8 | 0.9 | 1 | 1 | -9
Nc1nnc(SCC(=O)NCc2ccc3c(c2)OCO3)s1 | -10 | 1 | -5 | 5 | 18 | 1 | 1 | 1 | 0.8 | 0
COc1cc(/C=N/NC(=O)C(N)=O)cc(OC)c1O | -2 | 1 | 8 | -1 | 3 | 1 | 1 | 1 | 1 | -1
Cc1nn2c(COc3ccc(NC(=O)c4ccccc4)cc3)nnc2c2ccccc12 | -5 | 1 | -4 | 13 | 19 | 0.9 | 0.9 | 0.9 | 0.8 | 3
COc1cc(/C=N/NC(=O)CCC(=O)NC2CCCCC2)ccc1C | -25 | 1 | -1 | -4 | -13 | 1 | 1 | 1 | 1.1 | -5
CCOC(=O)NC(Nc1nnc(SCC)s1)(C(F)(F)F)C(F)(F)F | -7 | 1 | -1 | 2 | 0 | 1 | 1 | 1 | 1 | 3
O=S(=O)(NCCC1=CCCCC1)c1cccc2nsnc12 | -3 | 1 | 1 | 7 | 16 | 0.9 | 1 | 1 | 0.8 | 3
Cc1ccccc1Cn1ccc(NC(=O)c2cnn3c(C(F)(F)F)cc(-c4ccco4)nc23)n1 | -6 | 1 | -7 | 22 | 1 | 0.8 | 0.8 | 0.9 | 1 | -3
Cc1ccc(C)c(C(=O)CN2C(=O)NC3(CCCCCCC3)C2=O)c1 | -7 | 1 | 9 | 7 | 6 | 0.9 | 1 | 0.9 | 0.9 | 0
CCOC(=O)C1CCN(CCC(=O)Nc2ccc(C)c(C)c2)CC1 | -11 | 1 | 88* | 4 | -17 | 1 | 1 | 1 | 1.2 | 1
COc1ccc2cc(CN(CC3CCCO3)S(=O)(=O)c3ccc(C(C)=O)cc3)c(=O)[nH]c2c1 (stereo unspecified) | -6 | 1 | -4 | 18 | 0 | 0.8 | 0.8 | 0.8 | 1 | -4
CCc1nnc(NC(=O)/C=C/c2ccc(C)o2)s1 | -12 | 1.1 | 44 | 0 | 13 | 1 | 1 | 1.1 | 0.9 | -5
COc1cc(C(=O)OCCCN=C2NS(=O)(=O)c3ccccc32)cc(OC)c1OC | -8 | 1 | -9 | 14 | -4 | 0.9 | 1 | 1 | 1 | -3
O=C(CSc1nc2cc([N+](=O)[O-])ccc2n1-c1ccc(F)cc1)NC1CCS(=O)(=O)C1 (stereo unspecified) | -16 | 1 | 12 | 16 | 9 | 0.8 | 0.9 | 0.9 | 0.9 | 2
Cc1cccc(CNC(=O)CCc2nnc(C3CCCCC3)o2)c1 | -12 | 1.1 | -8 | 23 | 10 | 0.8 | 0.9 | 1.1 | 0.9 | -6
COc1cccc(C(C)N(C)Cc2nc(-c3ccoc3)oc2C)c1 (stereo unspecified) | -11 | 1 | 16 | nt | -15 | nt | nt | nt | 1.1 | -4
O=C(Nc1ccc(Cl)cc1)c1cnc(-c2ccccc2)nc1-c1ccccc1 | -3 | 1 | -11 | -2 | -28 | 1 | 0.9 | 1 | 1.3 | 0
CCOc1ccc(-n2c(SCC(=O)Nc3ccccc3C)n[nH]c2=O)cc1 | -2 | 1 | -2 | 11 | 16 | 0.9 | 0.9 | 1 | 0.8 | -2
COc1ccc([C@@H]2C[C@H]3CN(c4ccccc4)C(=O)[C@]34CCCN24)c(OC)c1OC | -20 | 1 | 6 | -16 | -12 | 1.2 | 1.1 | 1 | 1.1 | -5
COc1ccc(OC)c(Cc2nnc(CCC(=O)NCc3ccsc3)o2)c1 | -4 | 1 | -7 | -3 | -3 | 1 | 1 | 1 | 1 | -1
O=C(CSc1nnc(CNC(=O)c2cccs2)o1)NCCc1ccccc1 | -2 | 1 | -2 | 9 | 6 | 0.9 | 0.9 | 1 | 0.9 | 3
COc1cccc(-n2c(Cc3cc(=O)[nH]c(=O)[nH]3)nnc2SCC(=O)N2CCCC2)c1 | -13 | 1 | -4 | 26 | -2 | 0.7 | 0.8 | 0.9 | 1 | -4
O=C(CSc1nnc(Cc2ccccc2)o1)N1CCc2ccccc21 | -7 | 1.1 | -3 | 6 | 13 | 0.9 | 1.1 | 1.1 | 0.9 | -9
COc1ccccc1N1CCN(C(=O)/C=C/c2ccccc2)CC1 | -11 | 1 | 29 | 12 | 13 | 0.9 | 0.9 | 1 | 0.9 | -5
O=c1[nH]nc(CNc2ccc(C(F)(F)F)cc2)c2ccccc12 | -11 | 1.1 | 5 | 10 | 0 | 0.9 | 1 | 1 | 1 | -6
C/C(=N\NC(=O)CCc1ccc(S(=O)(=O)N2CCOCC2)cc1)c1ccccc1Cl | -10 | 1 | 18 | 2 | -21 | 1 | 0.9 | 0.9 | 1.2 | 0
c1ccc(N2CCN(c3ncnc4c3oc3ccccc34)CC2)cc1 | 5 | 1 | -4 | -2 | 6 | 1 | 0.9 | 1 | 0.9 | -5
Brc1cccc(OCCn2ccnc2)c1 | -8 | 1 | 15 | 12 | 20 | 0.9 | 0.8 | 1 | 0.8 | -1
Cc1cc(Cl)ccc1NC(=S)Nc1cccnc1 | -6 | 1.1 | 22 | 8 | 0 | 0.9 | 1 | 1 | 1 | -5
CCC(=O)Nc1cc(C(C)C)c(O)cc1C | -4 | 1 | -5 | 11 | 5 | 0.9 | 1 | 1 | 1 | -4
O=C(OCc1nnc(-c2ccccc2)o1)c1ccccc1 | -11 | 1 | 0 | 4 | -1 | 1 | 1.1 | 1.1 | 1 | -2
CCS(=O)(=O)N1CCN(c2ccc([N+](=O)[O-])c(NC(C)c3ccccc3)c2)CC1 (stereo unspecified) | 6 | 0.9 | 1 | 22 | 8 | 0.8 | 0.8 | 0.7 | 0.9 | 10
COc1cc(/C=C/C(=O)OCC(=O)NC(=O)NC(C)C)cc(S(=O)(=O)N2CCc3ccccc32)c1OC | -5 | 1 | 36 | 24 | -1 | 0.8 | 0.9 | 1 | 1 | -5
CC(C)(C)NC(=O)CC(c1ccccc1)c1ccccc1O (stereo unspecified) | -2 | 1 | 3 | 16 | 6 | 0.8 | 0.9 | 0.9 | 0.9 | 0
